M17LAP inhibition: P. falciparum M17LAP inhibitors, primary screen, biochemical, fluorogenic H-Leu-NHMec substrate, 1536-well (AID 1619) | Leucine aminopeptidase (Plasmodium falciparum (isolate 3D7)) | recombinant M17LAP, H-Leu-NHMec fluorogenic kinetic assay; higher % means a stronger effect | inhibition, % at 30 µM; hits with a dose series show IC50 in µM | 220,000 tested, 0.38% active;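 active = compound inhibiting the enzyme by more than half at any dose during confirmatory dose-response retesting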;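 note: plate controls were full reaction with DMSO carrier for no effect and no enzyme background for full effect; strong numbers were not always called active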
Salmonella PhoP GFP: inhibitors of PhoP regulon expression, primary screen, Salmonella Typhimurium, GFP reporter (AID 1863). 300,000 tested, 0.16% active. inhibition, % at 50 µM; hits with a dose series show IC50 in µM. S. Typhimurium PhoP-regulated promoter GFP reporter, 4 h; higher % means a stronger effect;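 active = inhibition over 29.93%, a cutoff 3 SD above the screen mean, later confirmed by dose response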;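 note: 0% = low Mg2+ inducing control and 100% = high Mg2+ repressing control; strong numbers were not always called active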
West Nile antiviral: West Nile virus antiviral activity, cell-based, CPE readout (AID 1621); West Nile virus-infected cells, CPE inhibition; higher % means a stronger effect; 290,000 tested, 0.02% active; CPE inhibition, % at 10 µM; hits with a dose series show IC50 in µM; in the data active = a potency from the dose series; note: strong numbers were not always called active
XIAP displacement: XIAP antagonists, biochemical, IAP family, fluorescence polarization (AID 1018) | 200,000 tested, 0.007% active | displacement, % at 20 µM, or IC50 in µM where a hit was titrated | XIAP BIR domain, fluorescence polarization peptide displacement; higher % means a stronger effect | E3 ubiquitin-protein ligase XIAP (Homo sapiens); in the data active = displacement above about 50%; note: a part of the inactive calls stands beside numbers as strong as those of hits
Yfh1-depleted yeast: enhancers of respiration in Yfh1-depleted yeast, dose response, Friedreich's ataxia, plus single-dose screen (AID 1465). S. cerevisiae Yfh1-off respiration, WST-1 reduction, 72 h; higher fold induction means a stronger effect. 220,000 tested, 0.074% active. fold induction at 50 µM; hits with a dose series show EC50 in µM;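 active = fold induction of absorbance versus untreated yeast above a set limit, then at least 30% activation at any dose in follow-up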;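 note: activators that raise dye reduction in frataxin-depleted yeast; strong numbers were not always called active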
PMI inhibition: human PMI inhibitors, high substrate, primary screen, biochemical, fluorescence intensity, high mannose 6-phosphate (AID 1220); inhibition, % at 20 µM; hits with a dose series show IC50 in µM; recombinant PMI enzyme, coupled fluorescence intensity; higher % means a stronger effect; 190,000 tested, 0.66% active; Mannose-6-phosphate isomerase (Homo sapiens); in the data active = inhibition above about 50%
CSM14.1 death rescue: rescue of cells from ER stress-induced death, primary screen, 384-well, CSM14.1, thapsigargin, ATP luminescence (AID 1222) | CSM14.1 thapsigargin-induced death rescue, ATP luminescence; higher % means a stronger effect | cellular ATP content (survival), % at 20 µM; hits with a dose series show EC50 in µM | 190,000 tested, under 10 active;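 active = EC50 below 50 µM in the dose-response confirmation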;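 note: death triggered by thapsigargin at about 15 µM added after 2 h compound pretreatment; cell ATP read after overnight thapsigargin exposure of roughly 18 to 22 hours; normalized against plate controls of thapsigargin alone and 5% DMSO vehicle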
P. falciparum M1AAP: P. falciparum M1AAP inhibitors, biochemical, fluorogenic H-Leu-NHMec substrate, 1536-well (AID 1445); Aminopeptidase N (Plasmodium falciparum (isolate 3D7)); inhibition, % at 30 µM; hits with a dose series show IC50 in µM; recombinant M1AAP, H-Leu-NHMec fluorogenic kinetic assay; higher % means a stronger effect; 220,000 tested, 0.42% active;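 active = primary inhibition above the hit cutoff, then over 50% inhibition at one or more dose response concentrations, cut at about 23% in these data, passing the limit was not always enough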;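 note: plate controls were DMSO full reaction for no effect and no enzyme background for full effect; strong numbers were not always called active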
Siah-1 displacement: Siah-1 peptide-binding antagonists, primary screen, biochemical, fluorescence polarization, rhodamine-plectin, uHTS (AID 1817); Siah-1 / rhodamine-plectin peptide fluorescence polarization; higher % means a stronger effect; one-dose displacement, % at 20 µM; IC50 in µM for titrated hits; 290,000 tested, 0.02% active;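 active = displacement of at least 50% at 20 µM, with a fluorescence ratio check between 0.3 and a set limit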;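 note: plate controls were Siah plus tracer with DMSO for no effect and tracer alone without Siah for full effect; strong numbers were not always called active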
* marks the source's active call; other numbers are inactive results; i = inactive; . = not tested or not shown.

SMILES	M17LAP inhibition	Salmonella PhoP GFP	West Nile antiviral	XIAP displacement	Yfh1-depleted yeast	PMI inhibition	CSM14.1 death rescue	P. falciparum M1AAP	Siah-1 displacement
CCN(CC)C(=O)c1cn(-c2ccccc2)nc1-c1ccc2c(c1)OCCO2	3%	-1%	-0.7%	1.3%	i	0%	1.7%	-4%	-9%
O=C(CNS(=O)(=O)c1cccc(C(F)(F)F)c1)Nc1ccccc1F	-9%	-5%	-0.4%	-6.0%	i	18%	-3.2%	1%	1%
CC1CCN(S(=O)(=O)c2cc(Cl)ccc2Br)CC1	-6%	7%	1.3%	-7.8%	i	4%	1.7%	8%	-1%
NS(=O)(=O)c1ccc(CCNC(=O)COC(=O)CCSc2ccc(Cl)cc2)cc1	12%	-5%	0.1%	0.8%	i	-2%	-5.1%	47µM*	-3%
CC(=O)N(CN1C(=O)C2CC=CCC2C1=O)c1cccc(Cl)c1 (stereo unspecified)	8%	-3%	0.2%	-5.2%	i	7%	3.0%	2%	-1%
CC(=O)c1cnc2c(-c3ccccc3)c(C(F)(F)F)nn2c1C	18%	-10%	-0.9%	0.8%	i	39%	0.3%	-3%	-6%
CCCCSc1nnc(-c2ccc(C)cc2)n1C	4%	3%	0.0%	-1.7%	i	0%	-0.9%	13%	-2%
Cc1c(N=C/C=C2\N(C)c3ccccc3C2(C)C)c(=O)n(-c2ccccc2)n1C	36%	-7%	-0.7%	-3.2%	i	5%	-0.8%	12%	-1%
CCc1ccc(NC(=O)CSc2nnc(-c3cccs3)n2CC)cc1	22%	7%	-0.1%	-6.8%	i	6%	3.0%	7%	-6%
COc1ccc(CNC(=O)COc2ccc(F)cc2)cc1	2%	-4%	-0.2%	-4.6%	i	1%	-1.1%	17%	5%
CN(C)c1ccc(/C=N/NC(=O)CCCCCNC(=O)c2ccccc2)cc1	4%	-5%	0.2%	.	i	.	.	12%	-4%
Clc1cccc(Oc2ncc(CN3CCOCC3)s2)c1	8%	2%	-0.7%	-3.4%	i	5%	0.0%	2%	2%
CN(C)c1ccc(NC(=O)c2cccc(N3C(=O)C4C5C=CC(C5)C4C3=O)c2)cc1 (stereo unspecified)	0%	-3%	-0.9%	1.2%	i	22%	-0.5%	11%	-4%
Cc1oc(C(=O)Nc2ccc(C(=O)O)cc2)cc1COc1ccccc1	10%	-3%	-0.2%	45%	i	2%	-3.6%	7%	-4%
CCOC(=O)c1ccc(NC(=O)C2C3CCC(C3)C2C(=O)O)cc1 (stereo unspecified)	20µM*	-4%	0.3%	-5.3%	i	-1%	.	-1%	2%

One compound at a time, as listed above.
`Clc1cccc(Oc2ncc(CN3CCOCC3)s2)c1` is listed as M17LAP inhibition: 8%; Salmonella PhoP GFP: 2%; West Nile antiviral: -0.7%; XIAP displacement: -3.4%; Yfh1-depleted yeast: i; PMI inhibition: 5%; CSM14.1 death rescue: 0.0%; P. falciparum M1AAP: 2%; Siah-1 displacement: 2%
`CC(=O)c1cnc2c(-c3ccccc3)c(C(F)(F)F)nn2c1C` is listed as M17LAP inhibition: 18%; Salmonella PhoP GFP: -10%; West Nile antiviral: -0.9%; XIAP displacement: 0.8%; Yfh1-depleted yeast: i; PMI inhibition: 39%; CSM14.1 death rescue: 0.3%; P. falciparum M1AAP: -3%; Siah-1 displacement: -6%

Following part:
SMILES	M17LAP inhibition	Salmonella PhoP GFP	West Nile antiviral	XIAP displacement	Yfh1-depleted yeast	PMI inhibition	CSM14.1 death rescue	P. falciparum M1AAP	Siah-1 displacement
O=C(NCc1nc2ccccc2[nH]1)C1=C[C@H](c2ccc3c(c2)OCO3)C[C@H](OCCCCO)O1	-2%	5%	0.2%	3.2%	i	17%	7.1%	0%	-2%
Nc1nc2ccc(-c3nc4ccccc4o3)cc2s1	-43%	-4%	0.0%	-4.4%	i	4%	-5.0%	13%	2%
Cc1cccc(CNC(=O)CCc2nnc(C3CCCCC3)o2)c1	-1%	-8%	-0.3%	-4.0%	i	-6%	0.0%	2%	7%
CC1CCN(C(=O)/C(=C/c2ccccc2Cl)c2ccccc2)CC1	-10%	3%	-0.3%	-4.3%	i	18%	2.0%	-1%	2%
CC(C)[C@H](NS(=O)(=O)c1ccccc1)C(=O)OCC(=O)Nc1ccccc1Sc1ccccc1	13%	-10%	-0.6%	-4.6%	i	11%	0.7%	-2%	-1%
Fc1cccc(Cl)c1CSc1ccc2nnc(-c3ccccn3)n2n1	3%	-5%	-0.7%	-5.8%	i	-2%	1.2%	2%	7%
Cc1ccccc1Nc1nc(-c2sc(NC(=O)c3ccccc3)nc2C)cs1	15%	5%	0.2%	2.9%	i	3%	-1.4%	12%	-5%
CC1(C)Cn2c(nnc2-c2cccc(O)c2)S1	2%	5%	-0.3%	-2.7%	i	5%	-0.7%	13%	-5%
COc1ccc(-c2nnc(SCc3ccc(C(=O)O)cc3)n2N)cc1	4%	-7%	0.3%	.	i	.	.	2%	2%
CCN(CC)C(=O)C1CCCN(Cc2ccccc2)C1 (stereo unspecified)	5%	-7%	-0.2%	-6.1%	i	2%	0.8%	8%	1%
c1ccc(-c2[nH]ncc2CN2CCN(Cc3ccc4c(c3)OCO4)CC2)cc1	-5%	-10%	-0.4%	.	i	.	.	7%	-1%
CCCCn1c(SC(C)C(N)=O)nc2cc(C(=O)OC)ccc2c1=O (stereo unspecified)	-4%	-4%	0.4%	-2.4%	i	-2%	0.5%	2%	-5%
O=C(Nc1ccc2cn[nH]c2c1)c1ccc(S(=O)(=O)N2CCOCC2)cc1	6%	1%	0.0%	-0.1%	i	13%	-0.6%	1%	-2%
CCOc1ccccc1NC(=O)COC(=O)C(CC(C)C)N1C(=O)C2CC=CCC2C1=O (stereo unspecified)	6%	-13%	0.2%	-7.7%	i	15%	-0.4%	15%	3%
Cc1cc(C)nc(/N=C(\N)Nc2ccc(S(=O)(=O)Nc3nccc(C)n3)cc2)n1	-2%	-8%	1.4%	-4.4%	i	-8%	1.3%	7%	4%
CCOC(=O)C1(C(=O)OCC)CC1c1ccccc1 (stereo unspecified)	6%	-10%	0.1%	-2.9%	i	11%	-2.1%	2%	-1%
CCOc1ccc(N=Nc2c(=O)[nH]n3c(=O)c4c([nH]c23)CCCC4)cc1	93%	-2%	-0.9%	-1.5%	i	-8%	-1.4%	18%	1%
COc1cccc(CC(NC(C)=O)C(=O)NC2CCN(c3nc(C)cc(C)c3C#N)CC2)c1OC (stereo unspecified)	-14%	-1%	0.4%	-0.5%	i	4%	-2.3%	0%	2%
O=C(O)c1cccc(N2C(=O)Nc3ccccc3N2O)c1	5%	12%	0.7%	-2.3%	i	-10%	-0.8%	-1%	7%
COC(=O)c1cccc(NS(=O)(=O)c2cccs2)c1C	3%	-3%	-0.9%	-3.5%	i	-1%	2.0%	1%	2%
CCCCNC(=O)C1CC(c2c(Cl)cccc2Cl)=NO1 (stereo unspecified)	10%	-3%	-0.5%	1.3%	i	-9%	-0.3%	-4%	-4%
CCOC(=O)C1(Cc2ccc(OC)cc2)CCN(C(=O)CCn2ccc(C)n2)CC1	-5%	3%	-0.9%	-5.6%	i	-1%	2.2%	3%	2%
COc1cc(CNCc2cccs2)cc(Br)c1OC	2%	24%	-0.5%	-24%	i	-2%	2.3%	1%	-5%
COc1ccc(C(=O)N2CCC(C(=O)Nc3ccccc3OC)CC2)cc1	-5%	1%	-0.7%	-3.0%	i	6%	-0.6%	-5%	7%
Cn1nc(C(=O)OCc2ccccc2F)c2ccccc2c1=O	9%	1%	0.5%	-14%	i	3%	0.8%	5%	-1%
CCOC(=O)c1[nH]c2cc(OC)c(OC)cc2c1NC(=O)c1nonc1C	-4%	-1%	-0.1%	0.0%	i	8%	-0.8%	-3%	3%
COCCCNC(=O)Cc1ccccc1OC	-9%	-13%	0.0%	-1.7%	i	-3%	2.6%	5%	-4%
COc1cc(CN(C(=S)NCC(=O)N2CCCC2)C2CCCC2)cc(OC)c1OC	3%	6%	-0.5%	-6.9%	i	1%	.	0%	-3%
CCOP(=O)(OCC)C(NC(=O)c1ccc(OC)cc1)c1ccccc1 (stereo unspecified)	-3%	-7%	0.2%	-2.0%	i	-9%	-0.7%	-3%	-5%
CCc1ccc(NC(=O)C(=O)NCCN2CCN(S(C)(=O)=O)CC2)cc1	11%	7%	-0.6%	-10%	i	-2%	1.9%	5%	3%
COCCn1c(-c2ccc(Cl)cc2)cnc1SCC(=O)NCCc1ccc(OC)c(OC)c1	-2%	13%	-2.0%	-0.4%	i	-2%	13%	0%	5%
C=CCn1c(SCC(=O)c2ccc(Br)cc2)nnc1C(CC(C)C)NC(=O)c1cccs1 (stereo unspecified)	19%	-1%	3.2%	-6.3%	i	4%	-0.9%	14%	0%
COc1cc(C(=O)Nc2ccc(N(C)C)cc2)cc(OC)c1OC	6%	-12%	-0.1%	-2.8%	i	15%	0.1%	11%	7%
COc1ccc(CCNC(=O)CSc2nnc(-c3cccc(C)c3)o2)cc1OC	13%	10%	-0.8%	-1.8%	i	-3%	-0.5%	0%	-2%
OC(COc1ccccc1)CN1CCCCCC1 (stereo unspecified)	-1%	7%	0.7%	-4.5%	i	-6%	1.0%	-1%	-3%
CN1C(C)(C)CC(=NOC(=O)c2ccccc2)CC1(C)C	5%	0%	-0.1%	2.0%	i	-9%	-1.8%	0%	1%
COc1cc(C(=O)Nc2nc(-c3cc(C)ccc3C)c(C)s2)ccc1OCC(=O)Nc1ccc(F)cc1	-4%	5%	0.2%	-0.6%	i	7%	-3.3%	-1%	8%
COc1ccc(C(=O)CSc2nnc3ccccn23)cc1OC	13%	-1%	-0.7%	-5.1%	i	-3%	0.0%	2%	-2%
C=CCNC(=O)c1onc(CSc2cccc(OCC)c2)c1C(=O)O	18%	-15%	0.2%	-3.8%	i	-2%	2.4%	4%	0%
COc1ccc(OCCN2C(=O)NC3(CCc4ccccc4C3)C2=O)cc1 (stereo unspecified)	-4%	6%	0.2%	-8.3%	i	-2%	-0.2%	0%	-1%
CC(C)(C)OC(=O)C(Cc1ccc(OC(C)(C)C)cc1)NC(=O)CNC(=O)OCc1ccccc1 (stereo unspecified)	-10%	1%	-1.8%	-9.1%	i	10%	0.8%	3%	9%
CC(=O)c1sc(N/N=C2\CC3CCC2(C)C3(C)C)nc1C (stereo unspecified)	-11%	-7%	-0.3%	-5.9%	i	.	-1.4%	13%	2%
CCCCNc1nc(C)c(C(C)=O)cc1C#N	-1%	-7%	-0.3%	-4.6%	i	-3%	1.0%	3%	0%
COc1cccc(NC(=O)CSc2nc3c(sc4ccccc43)c(=O)n2CCN(C)C)c1	-14%	17%	-0.1%	-2.1%	i	-32%	1.6%	5%	-6%
COc1ccc(NC(=O)c2cc3c(=O)n4ccccc4nc3n2C)cc1OC	7%	-1%	0.6%	-1.2%	i	-3%	-0.7%	9%	6%
CC(C)(C)NC(=S)NCc1ccco1	9%	-8%	-0.5%	-5.8%	i	18%	-0.6%	8%	10%

High-throughput results: PubChem BioAssay, several laboratories
